MsrA inhibitor: inhibits bovine methionine sulfoxide reductase A. purified bovine MsrA, absorbance read-out. inhibition, % at 15.5 µM. 360,000 compounds, 0.75% hits. AID 651718; in the data active means inhibition above about 4.5%;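 further: 0% = vehicle wells with enzyme and 100% = reference inhibitor wells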
SKN-1 inh: inhibitors of C. elegans SKN-1; AID 624304; inhibition, % at 21.8 µM; C. elegans VP596 Pgst-4::GFP/RFP ratio, acrylamide-induced, 24 h; 360,000 compounds, 0.49% hits;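 active means interference check ratio from 0.5 to 1.5 plus GFP to RFP signal ratio inhibition reaching or exceeding a fixed threshold, cut at about 30% in these data, passing the limit was not always enough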; further: some compounds called inactive have numbers as strong as hits
FAS TE block: inhibitors of human fatty acid synthase thioesterase domain. P49327. recombinant FAS-TE, OMFH fluorogenic substrate, fluorescence endpoint. inhibition, % at 15 µM. 360,000 compounds, 0.67% hits;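 active means compounds whose normalised, plate-corrected inhibition of enzyme fluorescence in the single-dose primary screen is 50% or more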;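 further: 0% = DMSO with enzyme and 100% = substrate without enzyme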
bovine MsrA act: activators of bovine methionine sulfoxide reductase A | AID 602163 | purified bovine MsrA, absorbance read-out | activation, % at 10.6 µM | 360,000 compounds, 0.3% hits; in the data active means activation above about 7.5%;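 further: 0% = vehicle and 100% = reference activator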
MT1-MMP act inh: inhibitors of human MT1-MMP activation. HT1080 RFP-PRO-GFP cells, GFP/RFP ratio fluorescence, overnight; percent of plate control window, DMSO zero. 360,000 compounds, 0.061% hits. GFP/RFP ratio change, % at 20 µM. AID 651647. P50281;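 active means GFP/RFP ratio change of at least 30% with cell ATP level not reduced by more than half and red fluorescence within 50% of control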; further: strong numbers were not always called active
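Assay system: HT1080 cells carrying an RFP-PRO-GFP reporter | Dosing: Single dose of 20 µM compound, 1% DMSO final | Incubation: Cells overnight before dosing, compound overnight, 37 °C, 5% CO2 | Evaluation: GFP/RFP fluorescence ratio | Control set: DMSO and RFP-L50D-GFP cell wells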
CendR NRP1 mod: alters CendR peptide binding to human NRP-1; O14786; FAM-RPARPAR peptide binding to NRP-1, fluorescence polarization; inhibition, % at 25 µM; 360,000 compounds, 0.85% hits;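 active means inhibition or corrected inhibition above about 18%, plus a signal ratio from 0.5 to 1.5, limit read from the data, passing the limit was not always enough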; further: strong numbers were not always called active
MLLE-PAM2 inh: inhibitors of microRNA-mediated deadenylation, human PABP1 MLLE binding | P11940 | GST-MLLE / FITC-PAM2 fluorescence polarization | inhibition, % at 20 µM | 360,000 compounds, 0.36% hits | AID 588489; in the data active means inhibition above about 35%, passing the limit was not always enough;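 further: plate controls were DMSO wells with GST-MLLE for no effect and wells lacking GST-MLLE protein for full effect; some results filed as inactive read as strong as hits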
Target sequence (P11940 whole entry, looked up): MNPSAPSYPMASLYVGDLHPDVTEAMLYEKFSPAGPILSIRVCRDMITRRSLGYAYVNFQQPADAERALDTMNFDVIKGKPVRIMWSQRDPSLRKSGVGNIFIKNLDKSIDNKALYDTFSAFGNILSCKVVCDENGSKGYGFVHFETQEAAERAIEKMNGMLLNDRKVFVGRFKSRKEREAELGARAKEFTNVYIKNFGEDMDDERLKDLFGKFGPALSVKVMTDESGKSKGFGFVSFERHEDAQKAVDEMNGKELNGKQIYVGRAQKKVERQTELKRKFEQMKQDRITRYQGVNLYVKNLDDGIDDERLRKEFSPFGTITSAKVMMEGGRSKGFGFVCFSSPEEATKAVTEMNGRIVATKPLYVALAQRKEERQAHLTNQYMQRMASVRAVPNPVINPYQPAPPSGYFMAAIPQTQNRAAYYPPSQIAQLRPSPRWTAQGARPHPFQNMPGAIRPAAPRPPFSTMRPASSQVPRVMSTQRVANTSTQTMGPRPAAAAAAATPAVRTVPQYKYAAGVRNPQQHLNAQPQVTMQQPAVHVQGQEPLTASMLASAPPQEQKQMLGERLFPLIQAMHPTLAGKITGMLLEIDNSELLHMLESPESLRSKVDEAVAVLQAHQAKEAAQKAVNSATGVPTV
E coli Lon inh: inhibitors of E. coli Lon protease; 360,000 compounds, 0.42% hits; purified E. coli Lon protease, fluorescence polarization; P0A9M0; AID 602123; inhibition, % at 7.94 µM; in the data active means inhibition above about 13%, passing the limit was not always enough;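 further: 0% = enzyme with probe and DMSO and 100% = no enzyme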
TbMetRS inhib: blocks T. brucei methionyl-tRNA synthetase activity; purified T. brucei MetRS, ATP depletion, Kinase-Glo luminescence; AID 624268; 360,000 compounds, 0.4% hits; inhibition, % at 11.9 µM;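 active means inhibition above a per-plate cutoff of the control wells' mean inhibition plus 3 SD, cut at about 5.5% in these data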;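 further: 0% = DMSO wells median and 100% = median of wells with control inhibitor compound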
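Assay system: T. brucei methionyl-tRNA synthetase, purified | Medium: HEPES buffer with MgCl2, KCl, DTT, spermine, BSA, pyrophosphatase | Compound: 11.9 µM single point | Incubation: 15 min enzyme-compound preincubation, 2 h reaction, 10 min detection, 25 °C | Measured by: Kinase-Glo luciferase luminescence reporting remaining unconsumed ATP | Measure: % inhibition normalized to control-well medians | Replication: Singlicate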
Active calls of the source: *; . = not tested or not shown. Outcome played no part in choosing rows. About 4% of those tested had a hit in this group.

SMILES	MsrA inhibitor	SKN-1 inh	FAS TE block	bovine MsrA act	MT1-MMP act inh	CendR NRP1 mod	MLLE-PAM2 inh	E coli Lon inh	TbMetRS inhib
CNC(=S)N(CCc1c(C)[nH]c2ccc(C)cc12)Cc1cc(OC)c(OC)c(OC)c1	-0.3	2.5	5.4	-6.3	-1.4	-2.7	-107.2	-3.7	-0.9
COc1ccccc1N(C(=O)c1snc(C(N)=O)c1N)C(C(=O)NCc1ccccc1)c1ccc(C)o1 (stereo not given)	0.5	9.3	7.2	-6.6	-0.5	2.3	8.0	9.0	-0.7
N#CC1=C2SCN(c3ccccc3)CN2C(=O)CC1c1cccs1 (stereo not given)	1.7	8.8	-0.3	2.1	3.2	-16.5	-40.9	-9.3	-0.5
CN(C(=O)c1cccc(NC(=O)Cc2cccc(NC(=O)C3CCN(C(=O)CCc4ccccc4)CC3)c2)c1)C1CC1	-0.3	20.7	-4.8	-1.7	1.6	4.3	-0.8	-3.5	0.3
O=C(NC(=S)NCc1ccc2c(c1)OCO2)c1ccccc1	-0.2	7.6	12.8	-1.8	-0.1	-14.6	23.2	1.6	-0.4
Cc1ccc(NC(=O)CN(C)C(=O)COC(=O)c2oc3ccccc3c2C)cc1	1.0	-2.9	13.6	-3.3	-1.1	0.0	-7.1	-0.1	-0.2
CC(C)N(Cc1ccccc1)C(=O)COC(=O)C1CCN(S(=O)(=O)c2ccc3c(c2)OCCO3)CC1	0.4	-6.4	16.4	0.1	2.5	-8.2	-8.3	5.0	-0.3
CCOC(=O)c1cc(-c2nnc(-c3cc(OC)c(OC)c(OC)c3)o2)c(C)nc1C	-0.5	-2.1	18.8	-8.2	0.8	12.3	-10.4	-6.2	-1.4
COc1ccc(-n2c(=O)c3c4c(sc3n(CC(=O)Nc3cc(C)[nH]n3)c2=O)CCC4)c(OC)c1	0.3	2.8	-1.8	-1.9	-6.2	-6.8	-24.4	-3.2	-0.7
CN(c1cc(Cl)c2c(c1)OCO2)c1cc2c(c3c1ccn3C)C1CCC2C1 (stereo not given)	2.0	15.2	45.4	-4.4	0.9	11.4	1.5	-6.2	-1.4
O=C(O)c1ccc(COc2ccc(/C=N/NC(=O)c3cccs3)cc2)cc1	.	5.7	-9.0	-12.1	-2.9	-2.9	-111.3	2.2	-1.6
Cc1cc(C)c2c(N)c(-c3nc4ccccc4[nH]3)sc2n1	-0.2	-14.3	40.3	0.7	1.8	-9.6	3.2	0.9	0.1
O=C1Nc2ccccc2C(=O)N(C2CCCC2)C1C(=O)NC1CC1 (stereo not given)	1.5	-1.2	.	.	-2.8	0.9	.	.	-0.5
Cc1ccc(NC(=O)COC(=O)c2ccc3c(=O)n4c(nc3c2)CCC4)c(Br)c1	0.5	12.4	24.2	-1.1	2.6	7.6	14.6	-14.4	0.3
Cn1ccsc1=NC(=O)c1ccccc1OC(F)F	1.0	10.2	-10.4	-2.5	-1.5	-6.7	-71.1	-1.2	-0.2
C=CCN(C(=O)c1csnn1)C(C(=O)NC1CCCCC1)c1ccccc1F (stereo not given)	-0.4	2.5	2.4	-0.7	-0.4	-7.2	12.1	-8.7	-0.2
C=CCn1cnc2scc(-c3ccc(C)c(C)c3)c2c1=O	3.0	5.2	10.8	-3.8	-2.5	23.5	9.3	-6.7	-0.4
C/C(=N\NC(=O)Cn1nc(C)c(Br)c1C)c1cccs1	0.0	6.2	-10.0	-0.5	1.0	-2.1	6.2	-2.9	-0.2
Cc1ccc(N2C(=O)CC(Sc3ncn[nH]3)C2=O)cc1 (stereo not given)	-0.1	-3.3	-7.4	-0.7	-2.3	-9.2	36.2	-5.2	0.1
Cc1ccc2c(c1)N(C(=O)CCC(=O)N1CCC(C(N)=O)CC1)CC(C)O2 (stereo not given)	0.7	2.5	-4.4	-10.2	-0.4	-6.9	-6.6	3.6	-0.5
O=C(NCc1ccncc1)c1cccc(F)c1	-1.1	5.7	-10.1	-0.8	5.2	8.4	-0.7	-1.1	-1.0
CC(C)(C)n1cc(S(=O)(=O)c2ccccc2)[nH]c1=O	1.5	7.6	-3.8	-1.4	11.2	-30.7	4.4	10.3	0.1
CC1CCN(C(=O)C2CCN(S(=O)(=O)c3cccc4cccnc34)CC2)CC1	2.3	7.5	-0.1	-4.1	-0.9	17.0	-5.4	-1.8	-0.2
CSc1n[nH]c(/N=C/c2oc(O)c3ccccc23)n1	-1.5	-0.5	-15.9	-0.4	-1.0	12.7	3.1	2.8	-0.8
OC1(Cc2ccccc2)CCNCC1	-0.4	-6.6	-6.2	-2.2	-5.0	3.7	-3.0	12.8	-0.5
CC(C)CC(=O)N1CCC(O)(CS(=O)(=O)Cc2ccc(Cl)cc2)CC1	-0.2	-5.6	-6.7	-2.6	-2.5	-2.1	1.3	-10.2	0.0
COC(=O)c1c(NC(=O)CCN2CCOCC2)sc2c1CCCC2	2.5	-4.4	2.9	-0.4	3.8	-8.4	-4.5	-9.2	-0.1
Fc1ccccc1N1CCN(C(c2cccs2)c2nnnn2CCc2ccccc2)CC1 (stereo not given)	-0.6	13.9	23.5	-4.2	-22.5	15.7	3.8	2.6	0.4
CC1=C(C)CC(C(=O)N2CCN(C/C=C/c3ccccc3)CC2)C(C(=O)O)C1 (stereo not given)	-0.7	3.2	-8.4	-4.3	0.9	8.7	-7.8	6.1	-0.3
CCOC(=O)c1ccc(NC(=O)CN2C(=O)C(CC)SC(CC)C2=O)cc1 (stereo not given)	1.4	-1.5	9.0	-1.4	0.1	3.1	18.2	5.7	-0.2
Cc1cccc(NC(=S)N2CCN(C(=O)c3ccco3)CC2)c1C	-1.3	16.2	-5.2	-3.1	2.0	7.2	-34.7	-15.8	0.4
O=C(NNC(=O)c1cccnc1)Nc1ccc(Cl)c(Cl)c1	-1.4	-9.3	0.2	-3.2	-2.3	-12.6	-12.1	-4.5	0.1
COc1ccc(NC(=O)C2CCCN(S(=O)(=O)c3c(C)n[nH]c3C)C2)c(OC)c1 (stereo not given)	0.5	16.3	-0.1	-1.0	1.7	10.2	2.4	7.4	0.3
CCOC(=O)CCNC(=O)N1CCCC(N(C)CCc2ccc(OC)c(OC)c2)C1 (stereo not given)	0.0	25.2	-3.7	-2.9	-2.6	-10.8	2.7	0.4	0.0
CC1CCCC2(C1)NC(=S)c1c(sc3c1CCCC3)N2 (stereo not given)	-0.6	-31.4	-10.3	-1.1	1.6	-3.5	28.4	-8.4	-0.5
c1ccc2[nH]c(CCCCc3nc4ccccc4[nH]3)nc2c1	0.2	-13.7	-2.5	-5.0	2.4	4.7	-42.8	-6.8	6.4*
COC(=O)[C@H]1C[C@@H]1[C@H](NC(=O)c1ccccc1)c1ccccc1	-0.5	-10.9	-5.6	1.2	5.5	6.5	13.3	-2.1	-0.1
O=C(CC1C(=O)NCCN1Cc1cccc(F)c1F)NC1CCCCCC1 (stereo not given)	0.9	29.1	-2.9	-1.9	-0.7	11.8	8.2	7.3	-0.1
CCOC(=O)N1CCC(NC(=O)CN2C(=O)COc3ccc(C(C)(C)C)cc32)CC1	-1.2	3.8	-3.4	-1.8	2.9	9.3	2.8	-0.8	-0.8
CCOC(=O)c1c(S(=O)(=O)NCC(=O)N2CCN(c3ccccc3)CC2)c(C)n(C)c1C	0.2	22.5	-1.5	2.5	2.3	0.1	-0.8	-15.2	-0.1
CC(C)(C)OC(=O)n1cc(C(=O)c2ccccc2O)cn1	-0.1	6.3	-4.7	1.2	-6.5	-4.7	-2.8	-2.0	-0.3
COc1cccc(C2CC(=O)Nc3cc(OC)c(OC)cc32)c1 (stereo not given)	1.5	2.2	-2.0	-1.1	4.6	1.2	-3.9	-3.3	0.0
CCC(Oc1ccccc1OC)C(=O)Nc1ccc2c(c1)OCO2 (stereo not given)	0.5	2.7	0.2	-0.8	-3.5	4.5	4.8	-2.8	-0.2
COc1ccc(C2NC(=O)c3sc4nc(C)c(C(C)=O)c(-c5ccc(Cl)cc5)c4c3N2)cc1 (stereo not given)	-0.5	5.4	-1.5	2.0	0.2	9.4	-12.2	0.5	-0.4
O=C(Cc1c(Cl)cccc1Cl)Nc1ccncc1	1.7	7.7	-0.8	-0.4	-2.4	20.4	3.0	3.7	-0.1
Clc1ccccc1Nc1nc(-c2ccncc2)nc2ccccc12	-0.1	14.3	11.1	-3.2	-3.4	-2.5	-4.6	2.4	-0.9
NC(=O)c1ccccc1NC(=O)COC(=O)CSCc1cccc(Cl)c1	-0.4	15.8	1.4	-1.6	1.3	12.0	3.1	0.7	-0.1
O=C1CN(C(=O)COC(=O)c2c(F)cccc2Cl)c2ccccc2N1	-0.2	7.7	0.0	-2.0	-3.2	-0.3	-1.3	-0.1	-0.1
COCCNC(=S)N/N=C(\C)c1ccc(-n2ccnc2)cc1	3.3	5.4	-6.1	-2.2	1.8	-8.8	20.1	5.0	-0.1
Cc1ccc2nc(C)cc(SCC(=O)N/N=C/c3ccco3)c2c1	1.1	-15.4	-2.6	-9.4	-1.0	-2.0	16.5	1.6	-0.8
Cn1c(SCc2nc3ccccc3n2CCO)nc2ccccc21	0.0	12.5	-3.0	-1.7	-0.1	3.8	-0.8	5.2	-0.1
COCCn1c(C)cc(C(=O)COc2ncnc3ccc(Br)cc23)c1C	-0.1	-8.0	-6.9	-13.1	-3.0	-2.4	-1.3	0.0	-1.6
COc1ccccc1C(CNc1ccc(S(=O)(=O)N2CCCC2)cc1[N+](=O)[O-])N(C)C (stereo not given)	-0.3	10.6	1.5	-2.2	-15.2	-2.6	-4.0	-2.2	-0.2
CCCc1n[nH]c(=O)c2c1nnn2Cc1ccccc1F	0.2	-8.0	-0.3	-3.4	-0.4	6.9	15.3	-3.9	-0.8
C[C@H]1CN=C(Nc2ccccc2)N1CCCC1CCCC1	0.2	7.9	-9.3	-0.1	0.6	4.5	0.8	1.6	0.0
CC(=O)N1CCc2cc(S(=O)(=O)CCC(=O)N3CCN(C(=O)c4ccco4)CC3)ccc21	.	17.6	-12.1	-10.3	11.7	0.7	20.6	-2.4	-2.5
FC(F)(F)Oc1ccc(-c2cn3cccnc3n2)cc1	1.2	8.0	-2.6	-3.1	2.4	-6.9	-2.5	-4.4	-0.6
CCOc1ccc(S(=O)(=O)N2CCC(C(=O)N3CCCCCC3)CC2)cc1C	-0.8	-15.1	3.8	-11.6	.	3.3	5.2	-4.3	-1.0
Cc1cccnc1CNC(=O)C1CCC(=O)N(CCc2cccc(F)c2)C1 (stereo not given)	-0.3	-1.5	-2.8	-1.3	-0.8	9.3	-1.7	4.3	-0.1
Cc1ccc(NC(=O)COC(=O)c2ccco2)cc1C	0.8	-18.2	-2.7	0.1	-0.4	-9.5	-3.7	5.2	-0.2
CCOc1ccc(CCNC(=O)c2cc(=O)[nH]c3ccc(S(=O)(=O)N(CC)CC)cc23)cc1OCC	0.6	-22.5	-16.0	-11.4	.	-15.5	-11.5	11.8	-0.2

Screening data as filed in PubChem BioAssay.
